Screens: PubChem BioAssay, several laboratories
RGS4 block: inhibitors of human RGS4; P49798; HEK293 M3R/RGS4 inducible, Fluo-4 calcium flux; stronger effect = higher value; triggered by carbachol at its EC20; B-score at 10 µM; hit rate 0.45% among 310,000;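 active = B-score, a plate-corrected calcium signal, over three deviations above library mean, with baseline fluorescence within five deviations of library mean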;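 note: RGS4 expression induced by doxycycline in cells with stable M3 receptor; B-score is computed from the integrated fluorescence ratio over baseline after carbachol; higher B-score means a larger calcium signal and so more RGS4 inhibition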
Target sequence (P49798 whole entry, looked up): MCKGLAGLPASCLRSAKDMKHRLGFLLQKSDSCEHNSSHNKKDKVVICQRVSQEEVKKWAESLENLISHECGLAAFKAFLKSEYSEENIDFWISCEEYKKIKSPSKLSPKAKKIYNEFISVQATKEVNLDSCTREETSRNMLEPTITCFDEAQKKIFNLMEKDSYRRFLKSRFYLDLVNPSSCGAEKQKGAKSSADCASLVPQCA
TMEM16A inh: blocks the mouse calcium-activated chloride channel TMEM16A. Q8BHY3. HEK293 TMEM16A/YFP iodide influx fluorescence, ionomycin. normalized B-score (activity score, 25-100; higher = stronger inhibition) at 10 µM. hit rate 1.2% among 310,000;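 active = ratio plate-corrected score three or more library SD toward inhibition, starting fluorescence score within five deviations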;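 note: score derived from kinetic fluorescence span divided by baseline fluorescence per well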
KCNQ1 pot: human KCNQ1 channel potentiation or activation; B-score at 10 µM; hit rate 0.35% among 310,000; P51787; CHO-K1 KCNQ1, thallium flux FluxOR fluorescence; stronger effect = higher value;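 active = fluorescence ratio B-score, a plate-corrected score, at least three library SD, with initial intensity B-score within 5 SD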
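Doses: Single concentration per compound, DMSO matched to controls | Test system: KCNQ1-transfected CHO-K1 cells | Timing: 90 min dye loading and 20 min compound exposure, both at room temperature | Measured by: Kinetic FluxOR thallium fluorescence, 10-s 1-Hz baseline, 110-s post-stimulus read | Medium: Assay buffer with matched DMSO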
KCNK3 inh: human KCNK3 channel inhibition, primary screen | O14649 | B-score at 10 µM | AID 602410 | hit rate 0.84% among 340,000 | CHO-KCNK3 thallium flux, FluxOR fluorescence; stronger effect = lower value;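 active = B-score under library mean minus 4 SD, starting fluorescence ratio at most library mean plus 5 SD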;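 note: more negative B-score means stronger inhibition of thallium flux through KCNK3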
Target sequence (O14649 whole entry, looked up): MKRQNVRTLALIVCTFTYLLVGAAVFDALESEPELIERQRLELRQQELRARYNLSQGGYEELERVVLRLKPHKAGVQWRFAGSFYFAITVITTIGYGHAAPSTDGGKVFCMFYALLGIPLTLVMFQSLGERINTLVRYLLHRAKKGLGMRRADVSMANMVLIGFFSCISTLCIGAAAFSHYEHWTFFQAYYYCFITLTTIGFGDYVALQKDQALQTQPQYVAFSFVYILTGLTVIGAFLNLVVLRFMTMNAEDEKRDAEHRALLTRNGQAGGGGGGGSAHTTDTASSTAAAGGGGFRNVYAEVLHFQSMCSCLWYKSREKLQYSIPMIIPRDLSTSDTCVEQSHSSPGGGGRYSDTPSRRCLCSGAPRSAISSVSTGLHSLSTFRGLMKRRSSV
hERG rescue: compounds protecting human hERG from proarrhythmic drug block | Q12809 | hit rate 0.51% among 310,000 | activation (rescue from dofetilide block), less the hit threshold, % at 10 µM | CHO-hERG, FluxOR thallium flux, dofetilide IC70 present;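 active = activation above the mean of controls blocked by dofetilide plus 5 SD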;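 note: thallium influx through hERG after potassium depolarization seen as dye fluorescence rise; in these data hits start at about 4.7%; inactives centre near -7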
RGS4 pot: RGS4 potentiation or activation. hit rate 0.92% among 310,000. B-score at 10 µM. HEK293 M3R/inducible RGS4, carbachol calcium flux Fluo4; stronger effect = lower value;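 active = B-score of the integrated calcium signal more than 4 SD below the library mean, with starting fluorescence not abnormally high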;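 note: negative B-score means reduced calcium response which marks RGS4 activation or potentiation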
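System – HEK293 FlpIn-TREx cells, stable M3R, doxycycline-inducible RGS4 · Reagent – ECmax carbachol challenge · Times – compound preincubation 20 min at room temperature before agonist · Technique – Fluo4 fluorescence kinetic imaging of calcium · Measure – B score of integrated Fluo4 ratio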
SKKanGAS inh: blocks kanamycin growth of S. pyogenes SKKanGAS strain | AID 1662 | hit rate 1.3% among 300,000 | BacTiter-Glo, 6 h | inhibition, % at 7.5 µM;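 active = mean replicate score, as percent of positive control median, at least 50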;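 note: strain carries kanamycin resistance gene driven by streptokinase promoter and grows in 40 µg/ml kanamycin; loss of luminescence reflects streptokinase promoter inhibition or plain growth inhibition; 0% = median of DMSO wells and 100% = positive control at its reference dose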
TMEM16A act: activates or potentiates the mouse TMEM16A chloride channel | Q8BHY3 | HEK293 TMEM16A/YFP-H148Q/I152L, iodide quench fluorescence; stronger effect = lower value | B-score at 10 µM | hit rate 0.3% among 340,000;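 active = fluorescence-ratio B-score plate-corrected deviation score at least 3 library SD below zero, with starting fluorescence score within 5 deviations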;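 note: channel opened by trigger with iodide after compound preincubation; score built on the fluorescence ratio of max minus min over baseline; more negative score means more quench and so TMEM16A activation or potentiation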
KCNK9 block: inhibitors of human KCNK9 two-pore domain potassium channel. Q9NPC2. HEK293 KCNK9, FluxOR thallium flux fluorescence; stronger effect = lower value. B-score at 10 µM. hit rate 1.2% among 310,000. AID 488922;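 active = ratio B-score over 3 SD below the library mean, with starting fluorescence within 5 SD of its mean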;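 note: negative B-score means less thallium flux so channel inhibition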
KCNQ1 block: inhibitors of human KCNQ1 potassium channel | B-score at 10 µM | CHO-K1 KCNQ1, FluxOR thallium flux fluorescence; stronger effect = higher value | hit rate 1.3% among 310,000 | P51787;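 active = compounds whose thallium flux B-score, printed positive for inhibition, exceeds three library SD while starting fluorescence stays within three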;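 note: channel opened by potassium depolarization with thallium stimulus after 20 min compound exposure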
HDAC3 inh: inhibitors of human histone deacetylase 3 | O15379 | recombinant HDAC3, fluorogenic peptide/trypsin coupled, fluorescence | inhibition, % at 8.3 µM | hit rate 0.15% among 320,000 | AID 2718; in the data active = inhibition above about 26%, passing the limit was not always enough
Target sequence (O15379 whole entry, looked up): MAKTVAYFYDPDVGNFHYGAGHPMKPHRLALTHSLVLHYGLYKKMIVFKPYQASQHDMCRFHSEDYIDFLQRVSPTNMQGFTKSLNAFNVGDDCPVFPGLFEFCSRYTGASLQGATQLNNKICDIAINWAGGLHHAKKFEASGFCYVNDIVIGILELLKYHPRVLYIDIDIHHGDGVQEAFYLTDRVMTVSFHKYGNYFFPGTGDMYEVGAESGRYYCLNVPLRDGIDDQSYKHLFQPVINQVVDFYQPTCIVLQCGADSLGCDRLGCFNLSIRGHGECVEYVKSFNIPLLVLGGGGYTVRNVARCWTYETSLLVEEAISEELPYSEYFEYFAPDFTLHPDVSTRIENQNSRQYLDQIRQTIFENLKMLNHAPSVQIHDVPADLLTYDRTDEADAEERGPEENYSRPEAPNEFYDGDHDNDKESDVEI
Starred values were filed as active, the others as inactive; i = inactive; x = not tested or not shown.

SMILES | RGS4 block | TMEM16A inh | KCNQ1 pot | KCNK3 inh | hERG rescue | RGS4 pot | SKKanGAS inh | TMEM16A act | KCNK9 block | KCNQ1 block | HDAC3 inh
COc1cc(OC)cc(-c2nnc(SCC(=O)N(C(C)C)C(C)C)o2)c1 | i | i | i | i | -3 | i | 1 | i | i | i | 6
Cc1cccnc1NC(=O)c1ccc(Cl)c(S(=O)(=O)N2CCCCC2)c1 | i | i | i | i | -10 | i | -14 | i | i | i | 4
COc1ccc(S(=O)NC2CCCCC2)c(OC)c1C (configuration not stated) | i | i | i | i | -7 | i | -7 | i | i | i | -7
CCOC(=O)c1c(C)[nH]c(C(=O)N(C)Cc2cccc(OC)c2OC)c1C | i | i | i | i | -5 | i | 1 | i | i | i | 1
O=C(CN1C(=O)CCC1=O)Nc1ccc(Br)cc1 | i | i | i | i | -4 | i | -6 | i | i | i | 0
COc1ccc(C(=O)NCCN2CCOCC2)c(OC)c1OC | i | i | i | i | -14 | i | -1 | i | i | i | 2
Cc1nc(-c2ccc(Cl)cc2)sc1C1(C)CC(c2c(Cl)cccc2Cl)=NO1 (configuration not stated) | i | i | i | i | -8 | i | 6 | i | i | i | -3
CC(C)CCNC(=O)c1cccc(S(=O)(=O)N2CCc3ccccc32)c1 | i | i | i | i | -4 | i | -2 | i | i | i | 8
CCCn1ncc(CN2CCC(Oc3ccc(C(=O)N4CCCC4)cc3)CC2)c1C | i | i | i | i | -8 | i | -8 | i | i | i | 1
CN1CCN(S(=O)(=O)c2cccc(C(=O)Oc3ccccc3Cl)c2)CC1 | i | i | i | i | -15 | i | 0 | i | i | i | 13
CCNc1nc(NCC)nc(OCCNS(=O)(=O)c2ccccc2)n1 | i | i | i | i | -5 | i | -10 | i | i | i | -2
CCCCN(CCCC)CCCNC(=O)c1ccc2nc(-c3ccccc3NC(C)=O)c(=O)[nH]c2c1 | i | i | i | i | -2 | i | 21 | i | i | i | 0
Cc1ccc(C(=O)OCc2nnc(-c3ccccc3)o2)o1 | i | i | i | i | -10 | i | 2 | i | i | i | -2
O=S(=O)(NCCc1cn2ccccc2n1)c1ccc(F)c(C(F)(F)F)c1 | i | i | i | i | -8 | i | -7 | i | i | i | 4
Cc1ccc2[nH]c3c(=O)n(N)c(=O)[nH]c3c2c1 | i | i | i | i | -5 | i | -5 | i | i | i | -9
CCN(CC)Cc1c(O)ccc2c(-c3ccccc3)cc(=O)oc12 | i | i | i | i | -11 | i | -9 | i | i | i | -5
Nc1nc(-c2ccco2)nn1C(=O)c1ccc([N+](=O)[O-])cc1 | i | i | i | i | -7 | i | 0 | i | i | i | 5
CCC(=O)NC(NC(=S)Nc1c(C)n(C)n(-c2ccccc2)c1=O)C(Cl)(Cl)Cl (configuration not stated) | i | i | i | i | -5 | i | -10 | i | i | i | -3
Fc1ccc2nc(Nc3nc4c(F)cc(F)cc4s3)sc2c1 | i | i | i | i | 5.0* | i | 43 | i | i | i | 2
Cc1c(CN2CCC(n3nccc3NC(=O)C3CCOC3)CC2)[nH]c2ccccc12 (configuration not stated) | i | i | i | i | -5 | i | 4 | i | i | i | -11
COc1ccc(N2CC(C(=O)Nc3ccc(S(=O)(=O)Nc4nccs4)cc3)CC2=O)cc1 (configuration not stated) | i | i | i | i | -5 | i | -1 | i | i | i | -6
CCOC(=O)C1CCCN(C(=O)C2CCN(C(=O)Nc3ccccc3)CC2)C1 (configuration not stated) | i | i | i | i | -8 | i | -8 | i | i | i | -1
Cc1cccc(CCNC(=O)CCNS(=O)(=O)c2cc(Br)cnc2N)c1 | i | i | i | i | -7 | i | 0 | i | i | i | 0
Cc1cc(NC(=O)CCC(=O)N(CC(C)C)C(C(=O)NC(C)(C)C)c2ccccc2Cl)no1 (configuration not stated) | i | i | i | i | -11 | i | -2 | i | i | i | 1
COc1ccccc1C(=O)NCC(=O)N/N=C(\C)Cc1ccccc1 | i | i | i | i | -6 | i | 5 | i | i | i | -8
CCCN(CCC)C(=O)C1CCCN(S(=O)(=O)c2ccc3c(c2)oc(=O)n3C)C1 (configuration not stated) | i | i | i | i | -7 | i | -3 | i | i | i | 0
c1ccc2c(Nc3ccc4c(c3)OCCO4)c3c(nc2c1)CCCC3 | i | i | i | i | -20 | i | 1 | i | i | i | 8
CCOc1ccc(S(=O)(=O)Nc2nc3ccccc3nc2-n2ccc(=NC(=O)c3ccccc3C)cc2)cc1 | i | i | i | i | -11 | i | 22 | i | i | i | 18
CCN(CC)S(=O)(=O)c1csc(C(=O)NCc2ccccc2)c1 | i | i | i | i | -9 | i | -6 | i | i | i | 4
COc1ccc(NC(=O)c2cc3ccccc3o2)cn1 | i | i | i | i | -6 | i | -1 | i | i | i | 4
CCOc1ccccc1Oc1c(C)oc2cc(OC(=O)c3ccco3)ccc2c1=O | i | i | i | i | -7 | i | -5 | i | i | i | 2
Cc1ccccc1-c1noc(-c2ccccc2F)n1 | i | i | i | i | -11 | i | 4 | i | i | i | -1
CCOc1ccc(/C=N/NC(=O)c2ccccc2NC(=O)c2ccc(OC)cc2)cc1 | i | i | i | i | -5 | i | 3 | i | i | i | 15
CCc1c(C(=O)Nc2ccccc2)c(C)[nH]c(=S)c1C#N | i | i | i | i | -2 | i | -5 | i | i | i | 9
CC(=O)c1cccc(NC(=O)N2CCCC2C(=O)Nc2cc(C)ccc2C)c1 (configuration not stated) | i | i | i | i | -6 | i | -3 | i | i | i | 0
O=C(Nc1ccccc1)C(=O)Nc1ccccn1 | i | i | i | i | -8 | i | 5 | i | i | i | -3
CCOc1ccc2nc(Cl)c(C3CC(c4ccccc4)=NN3C(=O)c3ccco3)cc2c1 (configuration not stated) | i | i | i | x | -3 | i | 3 | x | i | i | 14
CS(=O)(=O)N(CC(=O)NCCSCc1ccco1)c1ccc(Cl)cc1 | i | i | i | i | -10 | i | 6 | i | i | i | 2
O=C(NNC(=O)c1ccccc1[N+](=O)[O-])c1csc(N2CCOCC2)n1 | i | i | i | i | -5 | i | -6 | i | i | i | 9
CCOc1ccc2[nH]c(=O)c(CN(Cc3cccs3)Cc3nnnn3C(C)(C)C)cc2c1 | i | i | i | i | -7 | i | 8 | i | i | i | 0
O=C(CSc1c2c(nc3cc(Cl)ccc13)CCCC2)NCCN1CCOCC1 | i | i | i | i | -5 | i | 0 | i | i | i | -3
Cc1cc(O)c(/C=N/c2ccccn2)c(=O)o1 | i | i | i | i | -1 | i | -2 | i | i | i | 1
CC1(C)Cc2c(c(-c3ccco3)nc3n[nH]c(N)c23)CO1 | i | i | i | i | -9 | i | 6 | i | i | i | 3
Cc1ccc(CN2CCN(Cc3cn(C(C)C)c4ccccc34)CC2CCO)o1 (configuration not stated) | i | i | i | i | -11 | i | 3 | i | i | i | -3
COc1ccc(CC(=O)Nc2nc(-c3cccnc3)cs2)cc1 | i | i | i | i | -5 | i | -5 | i | i | i | -3
COC(=O)c1ccc(C)c(NC(=O)CCSc2ccc(Cl)cc2)c1 | i | i | i | i | -2 | i | 2 | i | i | i | 6
CCOc1ccc(N(CC(=O)NC2CC3CCC2C3)S(=O)(=O)c2ccc(C)cc2)cc1 (configuration not stated) | i | i | i | i | -8 | i | 2 | i | i | 8* | 6
COc1ccccc1C1NC(c2ccccc2OC)C(C)C(=O)C1C (configuration not stated) | i | i | i | i | -12 | i | 2 | i | i | i | x
CCS(=O)(=O)N1CCCC(C(=O)NCCc2ccc(C)cc2)C1 (configuration not stated) | i | i | i | i | -1 | i | 6 | i | i | i | -2
COc1ccc(C(=O)Nc2ccccc2C(=O)NCc2ccco2)cc1OC | i | i | i | i | -24 | i | 10 | i | i | i | 2

(listing goes on)
SMILES | RGS4 block | TMEM16A inh | KCNQ1 pot | KCNK3 inh | hERG rescue | RGS4 pot | SKKanGAS inh | TMEM16A act | KCNK9 block | KCNQ1 block | HDAC3 inh
Cn1c(SCc2nc(-c3ccc(Cl)cc3)no2)nnc1-c1cccs1 | i | i | i | i | -11 | i | 4 | i | i | i | 7
COc1cccc(NC(=S)NNC(=O)C(C)n2nc(C)c([N+](=O)[O-])c2C)c1 (configuration not stated) | i | i | i | i | -11 | i | 0 | i | i | i | 13
CCc1nccn1CCC(=O)NC1CC(C)(C)Cc2c1cnn2-c1cccc(F)c1 (configuration not stated) | i | i | i | i | -7 | i | 0 | i | i | i | -9
CN(Cc1nccs1)C(=O)c1ccc(OC2CCN(Cc3ccccn3)CC2)cc1 | i | i | i | i | -10 | i | 39 | i | i | i | 2
COc1ccc(NC(=S)N2CCN(c3ccc([N+](=O)[O-])cc3)CC2)cc1OC | i | i | i | i | -9 | i | 4 | i | i | i | -4
O=C(/C=C/c1cnc2ccccc2n1)NC12CC3CC(CC(C3)C1)C2 | i | i | i | i | -14 | i | 4 | i | i | i | -1
COCC(C)N1C(=O)Cc2c1nc(N)c1c(N)nc(N3CCN(c4ccccc4F)CC3)c(C#N)c21 (configuration not stated) | i | i | i | i | -22 | i | 24 | i | -11* | 6* | -10
CC1CN(C(=O)Cn2c(C(F)(F)F)nc3ccccc32)CC(C)O1 (configuration not stated) | i | i | i | i | -5 | i | -1 | i | i | i | 2
Cc1cccc(-n2c(SCC(=O)N3CC(=O)Nc4ccccc43)nc3ccccc3c2=O)c1 | i | i | i | -10* | -15 | i | 7 | i | i | i | -3
c1ccc2c(c1)CC1(CCCC1)N=C2N1CCOCC1 | i | i | i | i | -11 | i | -1 | i | i | i | -1
COc1ccc(NC(=O)CCc2nc3ccccc3[nH]2)cc1 | i | i | i | i | -13 | i | 1 | i | i | i | -8
COCCCN(C(=S)Nc1cccc(Cl)c1)C(C)c1ccncc1 (configuration not stated) | i | i | i | i | -8 | i | 13 | i | i | i | 0
COCCCN(C(=O)c1ccc(N2CCCC2=O)cc1)c1c(N)n(Cc2ccccc2)c(=O)[nH]c1=O | i | i | i | i | -9 | i | 11 | i | i | i | -2

Single entries from above:
Under HDAC3 inh, O=C(/C=C/c1cnc2ccccc2n1)NC12CC3CC(CC(C3)C1)C2 is entered as -1
Under SKKanGAS inh, CN(Cc1nccs1)C(=O)c1ccc(OC2CCN(Cc3ccccn3)CC2)cc1 is entered as 39

Outcome played no part in choosing rows; about 6.3% have a hit in one of these screens.
